Bioassay records: PubChem BioAssay, several laboratories
m5-HT2A agonist = mouse Htr2a agonists via beta-arrestin recruitment, primary screen, cell-based, luminescence; 5-hydroxytryptamine receptor 2A (Mus musculus), P35363; CHO-K1 mHTR2A beta-arrestin complementation; percent of 30 µM serotonin response; actives 0.66% (n = 360,000); activation, % at 7.6 µM; AID 624169, 2012;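 active = activation above a run cutoff, the mean activation of all tested compounds plus 3 SD, cut at about 14% in these data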;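 also: 0% = plate median of compound wells and 100% = 30 µM serotonin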
Vif imaging = HIV Vif self-association inhibitors, primary screen, imaging, HEK293T, single point; AID 602346, 2012; actives 0.35% (n = 340,000); HEK293T cells, Vif self-association by quenched fluorescence, 24 h; inhibition, % at 7.49 µM; in the data active = inhibition above about 50%, passing the limit was not always enough; also: some results filed as inactive read as strong as hits
MC4R antagonist = MC4R antagonists of cAMP signaling, primary screen, cell-based, TR-FRET, antagonist arm of biased-ligand search; Melanocortin receptor 4 (Homo sapiens), P32245; MC4R-expressing cells, MTII-stimulated cAMP, LANCE TR-FRET; inhibition, % at 6.5 µM; actives 0.48% (n = 360,000); AID 540295, 2011;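 active = inhibition above its plate's cutoff, the mean of tested wells on that plate plus 3 SD, cut at about 29% in these data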;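 also: 0% = Melanotan II alone and 100% = Melanotan II plus saturating MCL0020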
Target sequence (P32245 whole entry, looked up): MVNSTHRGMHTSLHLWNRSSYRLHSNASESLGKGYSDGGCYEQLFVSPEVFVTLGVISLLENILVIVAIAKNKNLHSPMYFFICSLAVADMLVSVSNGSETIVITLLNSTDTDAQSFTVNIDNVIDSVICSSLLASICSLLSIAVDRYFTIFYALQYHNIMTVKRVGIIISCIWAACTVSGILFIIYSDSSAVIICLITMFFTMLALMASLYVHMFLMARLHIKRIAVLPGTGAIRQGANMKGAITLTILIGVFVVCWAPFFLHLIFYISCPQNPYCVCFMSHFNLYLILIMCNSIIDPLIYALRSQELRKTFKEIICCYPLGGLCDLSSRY
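Material: U2OS-MC4R stable cell line | Reagent: Melanotan II challenge after compound preincubation | Doses: One concentration, 6.5 µM nominal | Incubation: 30-min compound preincubation, 1-h Melanotan II challenge, 1-h detection, room temperature | Signal: TR-FRET cAMP assay | Replicates: One well per compound, no replicates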
aDG glyco up = activators of alpha-DG glycosylation, primary screen, uHTS, Pro5-aDG cells, AlphaScreen; actives 0.22% (n = 360,000); activation, % at 10 µM; alpha-DG glycosylation AlphaScreen (IIH6); 0% Pro5, 100% B10-LARGE cell signal;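 active = activation of at least 8% versus controls, or a plate z-score of at least 8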;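 also: Pro5 are CHO cells carrying HIG-tagged alpha-DG that lacks glycosylation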
PDI inh = inhibitors of human PDI, primary screen, biochemical, turbidity, single point, plate reader. inhibition, % at 10 µM. actives 0.052% (n = 350,000). PDI insulin aggregation turbidity, A650, 90 min. Protein disulfide-isomerase (Homo sapiens), P07237;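 active = mean inhibition across replicates of 30% or more, whatever share of single replicates reach that level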;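 also: absorbance from insulin aggregation driven by PDI reduction with DTT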
Target sequence (P07237 whole entry, looked up): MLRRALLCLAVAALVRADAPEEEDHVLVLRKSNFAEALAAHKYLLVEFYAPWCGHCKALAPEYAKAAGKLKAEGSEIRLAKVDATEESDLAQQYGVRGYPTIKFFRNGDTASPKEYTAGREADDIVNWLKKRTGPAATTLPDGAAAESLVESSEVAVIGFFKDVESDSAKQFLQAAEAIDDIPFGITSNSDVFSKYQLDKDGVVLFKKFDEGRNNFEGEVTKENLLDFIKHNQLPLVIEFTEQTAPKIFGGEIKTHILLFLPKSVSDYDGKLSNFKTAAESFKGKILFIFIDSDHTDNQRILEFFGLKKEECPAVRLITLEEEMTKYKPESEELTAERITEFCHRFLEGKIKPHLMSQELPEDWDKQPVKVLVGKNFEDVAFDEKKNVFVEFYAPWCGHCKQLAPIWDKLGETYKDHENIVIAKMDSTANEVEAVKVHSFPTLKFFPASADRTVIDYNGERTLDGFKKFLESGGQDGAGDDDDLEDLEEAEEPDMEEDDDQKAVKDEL
H9c2 protect = cardioprotection against H2O2-induced cell death, primary screen, uHTS, H9c2 cells, ATPLite luminescence; protection from H2O2 cell death, % at 20 µM; H9c2 cardiomyocytes, H2O2 injury protection, 2 h; actives 0.63% (n = 360,000);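 active = compounds giving at least 50% protection of heart cells from peroxide-induced death in the single-dose screen, raw or plate-pattern-corrected value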;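 also: 0% = DMSO wells with peroxide and 100% = DMSO wells without peroxide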
MC4R barr agon = MC4R agonists recruiting beta-arrestin, primary screen, cell-based, luminescence, agonist arm of biased-ligand search. Melanocortin receptor 4 (Homo sapiens), P32245. U2OS MC4R beta-arrestin complementation; percent of melanotan II response, DMSO zero. activation, % at 8.9 µM. actives 0.98% (n = 360,000). AID 540308, 2011;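 active = activation above a per-plate cutoff, the mean activation of sample wells on that plate plus 3 SD, cut at about 8% in these data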
ABCB6 inh 2 = ABCB6 transporter inhibitors, primary screen, K562-ABCB6 cells, flow cytometry, MLPCN library. ATP-binding cassette sub-family B member 6 (Homo sapiens), Q9NP58. K562-ABCB6 porphyrin accumulation, 1 h; hits give low values. fluorescence ratio to DMSO, % at 10 µM. actives 0.19% (n = 360,000). AID 602162, 2011;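 active = fluorescence ratio to DMSO below 75%, the collection mean minus 3 SD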;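 also: signal is porphyrin accumulated inside mitochondria; 100% equals median channel fluorescence of DMSO control wells; lower ratio means ABCB6 inhibition with less porphyrin fluorescence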
CaV13 ICDI inh = Primary screen for inhibitors of IQ motif and Ca2+-dependent inactivation inhibitor domain binding in CACNA1D, Förster resonance energy transfer in living cells, …; inhibition, % at 12.3 µM; actives 0.098% (n = 340,000); HEK cells, CFP/YFP FRET ICDI-IQ, plate reader, 10 min; percent FRET-ratio fall versus neutral wells; AID 743397;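 active = mean replicate inhibition of at least 30% and at least 1% of replicates passing that level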;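 also: 0% = median of the neutral control wells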
Glyco luc inh = increase of ERlucT glycosylation luciferase signal, primary screen, N-linked glycosylation inhibitor project, D54 ERlucT cells, luminescence, set 2. D54 ERlucT glycosylation luciferase reporter, 24 h; percent of 100 nM tunicamycin response. reporter increase, % at 12.5 µM. actives 0.23% (n = 360,000). AID 588692, 2011;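 active = mean luciferase reporter signal, scaled so untreated is 0 and the glycosylation-blocking control 100, at or above a set limit in every replicate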;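 also: luciferase carries N-glycosylation sites so blocking glycosylation raises the light; 0% = median of neutral control wells and 100% = median of 100 nM tunicamycin wells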
* hit, by the source's call; . = no result given.

SMILES	m5-HT2A agonist	Vif imaging	MC4R antagonist	aDG glyco up	PDI inh	H9c2 protect	MC4R barr agon	ABCB6 inh 2	CaV13 ICDI inh	Glyco luc inh
Cc1ccc2nc(-c3ccccc3)cc(C(=O)NNC(=O)c3csc(N4CCOCC4)n3)c2c1	-19	-21	20	-0.1	-2	58*	-4.3	98	-6	0
O=C(c1cccs1)N1C[C@H](n2cc(C3CC3)nn2)[C@@H](O)C[C@@H]1c1ccc(Cl)cc1	-1	7	6	0.2	3	-8	-1.1	96	-6	0
COc1ccc(C)cc1NC(=O)c1cnc2scc(C)n2c1=O	9	2	3	0.0	5	-2	1.0	98	-7	1
COc1ccc(N2CCN(C(=O)c3ccc4c(c3)CCN4S(=O)(=O)c3ccccc3)CC2)cc1	1	-5	4	0.4	2	-3	-3.6	101	-3	2
O=C(NCc1ccccc1)c1cccc(NC(=O)C2CCC2)c1	-7	-5	-3	0.0	-2	6	1.4	99	-7	-1
Cc1ccc(C(=O)N(C)CC(=O)Nc2ccc(Cl)c(C(F)(F)F)c2)cc1S(=O)(=O)N1CCCCC1	-6	-15	-2	1.0	7	-20	-3.1	96	-2	1
Cn1c(SCC2CCCO2)nnc1-c1cccc([N+](=O)[O-])c1 (stereo not drawn)	-1	6	21	0.7	-1	1	4.5	99	0	1
CC(C(=O)NCc1cccs1)n1cccc1 (stereo not drawn)	4	6	11	0.0	1	2	-0.6	103	.	0
CC(C)c1ccc(S(=O)(=O)c2cnc(=S)[nH]c2N)cc1	5	.	5	0.2	-4	1	-2.0	100	-2	2
O=C(CN1C(=O)c2ccccc2C1=O)NC1(C(=O)O)CCCC1	2	1	7	0.3	-1	0	-0.6	103	-10	7
COc1ccccc1/C=N\NC(=O)c1ccc(COc2ccc(C)c(C)c2)o1	9	-10	13	-0.1	5	2	2.8	99	-2	0
O=C(/C=C/c1ccc(N2CCCCC2)c([N+](=O)[O-])c1)c1ccc(O)cc1	-6	5	-8	1.5	85*	-13	2.5	100	-2	10
O=C(N/N=C/c1ccc(O)cc1)/C(=C/c1ccc([N+](=O)[O-])cc1)NC(=O)c1ccccc1	3	-4	3	-0.3	6	0	-3.4	101	-5	3
Cc1ccc(N2C(=O)CC(N3CCN(c4ccc(F)cc4)CC3)C2=O)c(C)c1 (stereo not drawn)	-3	0	12	0.1	3	2	0.1	102	0	2
O=C(CSCc1ccccc1Cl)NNC(=O)c1ccccc1	1	-6	10	0.0	0	1	-1.3	100	-9	0
Cc1ccc(S(=O)(=O)NCC23C=CC(O2)C2C(=O)N(c4ccccc4)C(=O)C23)cc1 (stereo not drawn)	2	2	1	0.2	-7	8	3.5	99	-1	1
CCc1cc(=O)oc2cc(OCC(=O)NCC3CCC(C(=O)O)CC3)ccc12 (stereo not drawn)	6	-6	-1	0.1	.	2	0.1	102	.	1
OC(COc1ccccc1)CN1CCCCCC1 (stereo not drawn)	-1	-4	-2	0.0	-4	-2	1.4	118	-4	2
C=CCn1c(-c2cccn(Cc3ccccc3)c2=O)n[nH]c1=S	-2	8	9	0.2	1	-6	-1.6	102	-4	2
CC(Nc1ccc2ccccc2c1)C(=O)N/N=C/c1ccncc1 (stereo not drawn)	-6	-2	-5	0.3	-2	-20	-0.1	97	-5	6
C[C@@H]1CN([C@H](C)CO)C(=O)CCCn2cc(nn2)CO[C@H]1CN(C)C(=O)Nc1ccccc1	2	-4	-3	0.3	-4	2	-0.2	96	-3	1
CN(N=Cc1ccccc1)C(=S)Nc1ccccc1	0	19	4	0.2	1	1	-0.6	99	-16	1
CC(CC(F)(F)F)N1CCC(n2nccc2NC(=O)CCCc2ccccc2)CC1 (stereo not drawn)	-11	.	6	-0.1	1	5	-1.8	97	-5	-4
Cc1c(C)c2ccc(OCC(=O)N3CCN(C(=O)C4COc5ccccc5O4)CC3)cc2oc1=O (stereo not drawn)	0	9	1	-0.3	-9	29	-0.8	90	-3	0
CC(=O)NC(C)(C)C1CC=C(C)/C(=N\O)C1 (stereo not drawn)	5	-3	5	0.0	0	-2	-1.6	97	.	-5

The closing six records of the part before come first, to join the parts.
SMILES	m5-HT2A agonist	Vif imaging	MC4R antagonist	aDG glyco up	PDI inh	H9c2 protect	MC4R barr agon	ABCB6 inh 2	CaV13 ICDI inh	Glyco luc inh
CC(Nc1ccc2ccccc2c1)C(=O)N/N=C/c1ccncc1 (stereo not drawn)	-6	-2	-5	0.3	-2	-20	-0.1	97	-5	6
C[C@@H]1CN([C@H](C)CO)C(=O)CCCn2cc(nn2)CO[C@H]1CN(C)C(=O)Nc1ccccc1	2	-4	-3	0.3	-4	2	-0.2	96	-3	1
CN(N=Cc1ccccc1)C(=S)Nc1ccccc1	0	19	4	0.2	1	1	-0.6	99	-16	1
CC(CC(F)(F)F)N1CCC(n2nccc2NC(=O)CCCc2ccccc2)CC1 (stereo not drawn)	-11	.	6	-0.1	1	5	-1.8	97	-5	-4
Cc1c(C)c2ccc(OCC(=O)N3CCN(C(=O)C4COc5ccccc5O4)CC3)cc2oc1=O (stereo not drawn)	0	9	1	-0.3	-9	29	-0.8	90	-3	0
CC(=O)NC(C)(C)C1CC=C(C)/C(=N\O)C1 (stereo not drawn)	5	-3	5	0.0	0	-2	-1.6	97	.	-5
O=C(Nc1cnc2ccccc2c1)C1COc2ccccc2O1 (stereo not drawn)	3	-3	8	-0.4	8	-1	-1.6	103	-6	1
COC(=O)c1ccc(CS(=O)(=O)c2ccc(F)cc2)o1	1	.	1	-0.2	-8	0	-1.5	97	-2	-1
CCN1C(=O)CC(N2CCN(C(c3ccccc3)c3ccccc3)CC2)C1=O (stereo not drawn)	4	.	5	-0.3	-3	-5	-0.1	97	.	1
CCOC(=O)Nc1ccc2c(c1)N(C(=O)CNC)c1ccccc1CC2	1	-3	0	0.0	4	2	-2.0	102	-4	-2
O=c1c2ccccc2ncn1Cc1ccc(Cl)cc1	-3	4	-4	-0.1	14	2	-2.9	98	.	0
Cc1ccsc1C(=O)N/N=C/C=C/c1ccccc1[N+](=O)[O-]	-3	-2	-6	0.0	0	18	-0.7	75	.	1
CCOC(=O)c1ccc(NC(=O)CSc2nnc(COc3ccccc3)n2C)cc1	-2	-3	-3	0.0	-11	-1	11*	94	-2	-1
COc1cccc(Nc2nc3ccc(C(=O)c4ccccc4)cc3n3cnnc23)c1	-3	16	-3	0.0	8	1	-0.4	92	-2	-5
CSc1cccc(NC(=O)c2c(Cl)cnn2C)c1	-1	-4	6	0.1	6	3	-2.3	97	-9	1
Cc1ccc(CNC(=O)N2CCN(S(=O)(=O)c3ccccc3)CC2)cc1	7	-2	4	-0.1	0	8	-0.8	98	-12	0
COC(=O)c1ccc(Oc2nc3c(c(=O)n(C)c(=O)n3C)n2CCC(C)C)cc1	2	10	17	1.4	2	3	-1.1	95	-7	3
COc1ccc(-c2cc(NC(C)=O)c3ncc(-c4cc(OC)c(OC)c(OC)c4)n3c2)cn1	-2	-2	-19	-0.1	-21	19	-0.6	107	-6	10
O=C(C(=O)N1CCCCCC1)c1c[nH]c2ccccc12	3	-1	2	-0.1	3	-4	0.5	103	0	0
COc1ccc(Cc2nc3ccc(C(=O)NCCc4cccc(C)n4)cc3o2)cc1	3	3	5	0.1	4	3	-3.4	99	-7	-3
Cc1cc(Cl)ccc1OCC(=O)NNC(=O)c1ccco1	3	14	-2	0.0	7	-6	1.9	99	-8	1
CCC(=O)N(CCCN(C)C)c1nc(-c2cc(OC)ccc2OC)cs1	2	8	9	3.9	-12	12	1.3	98	-5	1
COc1cccc(C(C(=O)NC2CCCC2)N(C(=O)c2ccco2)c2ccccc2F)c1OC (stereo not drawn)	0	3	7	0.0	8	0	-0.5	95	-4	-4
CCn1c(SCC(=O)c2cc(C)n(C)c2C)nnc1-c1ccccc1	5	-4	4	0.0	0	-6	0.3	99	.	3
S=c1[nH]nc(Cn2cnc3ccccc32)n1-c1ccccc1Cl	-2	-3	0	0.0	13	5	-2.3	97	-6	0
O=C(NC1=NCCS1)c1ccc(Cl)c(Cl)c1	3	12	-6	0.3	1	-5	0.1	97	-2	-10
N#CCSc1nnc(-c2ccccc2O)n1Cc1ccccc1	-3	16	2	-0.1	2	3	-1.8	105	-12	0
COc1ccc(C(=O)Nc2ccccc2C(=O)Nc2ccc(C(=O)O)cc2)cc1	4	12	10	-0.1	-9	-15	0.2	94	3	2
O=C(NC(Cc1ccccc1)C(=O)O)c1ccc(S(=O)(=O)N2CCCC2)cc1 (stereo not drawn)	0	-2	16	-0.3	-2	5	-0.3	101	-8	2
O=C(O)c1ccc(S(=O)(=O)N2CCC(NC(=O)C3CCCCC3)CC2)cc1	-7	17	5	0.0	-37	-2	-1.2	96	-4	2
CC(C)CN1C(=O)c2ccc(NC(=O)c3ccccc3F)cc2C1=O	1	1	7	0.3	1	3	0.8	99	-4	2
NS(=O)(=O)c1ccc(NC(=O)c2cc(Cl)sc2Cl)cc1	1	-7	-5	0.4	-2	-4	-0.9	94	-13	-3
CCOc1ccc(S(=O)(=O)n2cc(F)c(=O)[nH]c2=O)cc1	6	-2	18	0.7	-13	-4	2.0	100	-4	1
CSc1ncc(C(=O)Nc2cccc(S(N)(=O)=O)c2)n1-c1ccccc1	-1	-1	3	-0.1	1	-1	-1.1	92	-4	2

Some values from the entries so far:
Reading for O=C(NC1=NCCS1)c1ccc(Cl)c(Cl)c1 under Glyco luc inh: -10
Reading for CSc1cccc(NC(=O)c2c(Cl)cnn2C)c1 under H9c2 protect: 3

With a hit mark in MC4R barr agon (from the list above):
mol	m5-HT2A agonist	Vif imaging	MC4R antagonist	aDG glyco up	PDI inh	MC4R barr agon	ABCB6 inh 2	CaV13 ICDI inh	Glyco luc inh
CCOC(=O)c1ccc(NC(=O)CSc2nnc(COc3ccccc3)n2C)cc1	-2	-3	-3	0.0	-11	11*	94	-2	-1
